From PubChem BioAssay
D1 ag: activates the human D1 dopamine receptor; 360,000 compounds, 1% hits; HEK293 T-REx D1 cells, calcium flux, agonist mode; activation, % at 2 µM; in the data active means activation above about 30%; further: 0% is about no effect
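Agonism was scored from calcium flux recorded over 180 s (1 read/s) after pintool compound addition, following a 10-cycle baseline. Cells were inducible force-coupled HEK293 TREx D1, plated overnight at 30 C and loaded with no-wash calcium dye.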
LDHA inh: blocks human lactate dehydrogenase A | 480,000 compounds, 0.15% hits | AID 1347041 | activity change, % (values are at about 110 or 230 µM) | P00338 | purified LDHA, NADH/diaphorase-resazurin fluorescence; hits give low values; in the data active means activity change below about -30%; inconclusive means mostly about -25% to -30%;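 further: plate controls were DMSO wells for no effect and wells without enzyme for full effect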
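Human LDH5 at 2 nM final in Tris HCl pH 7.4 with 0.06 mM NADH and 0.2 mM pyruvate, reacted 5 minutes at room temperature. Remaining NADH coupled via diaphorase/resazurin; resorufin fluorescence read at 0 and 20 minutes, normalized to enzyme-free and DMSO wells.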
D1 potentiator: human D1 dopamine receptor positive modulation; P21728; HEK293 TREx D1 cells, calcium flux, dopamine EC20 potentiation; potentiation, % at 10 µM; 360,000 compounds, 0.036% hits; in the data active means potentiation above about 30%; further: 0% is about no effect
Vif-APOBEC3F blk: inhibitors of Vif-A3F interaction; HeLa A3F-eYFP + Vif (tagged APOBEC3F with the HIV-1 protein that degrades it), YFP fluorescence increase; Potency, µM (top dose mostly 46.1 µM), without a hit: top-dose activity, negative = active; 390,000 compounds, 0.2% hits; AID 602313; further: potency means the concentration at half of the fitted maximal effect; % of control where 0% means no effect; nearly all actives have a fitted effect of over 65% in size
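Fluorescence increase (Ex 488/Em 500-530) after overnight compound treatment at 37 deg C flags inhibition of Vif-driven A3F-eYFP loss in stable HeLa A3F-eYFP/Vif cells seeded overnight beforehand.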
Vif-A3G inh: blocks the Vif interaction with human APOBEC3G; HeLa A3G-eYFP + Vif (tagged APOBEC3G with the HIV-1 protein that degrades it), YFP fluorescence, overnight; Potency, µM (doses to about 46.1 µM), inactives show at the highest dose activity, negative = active, actives largely listed as inhibitors; 410,000 compounds, 0.076% hits; AID 602310;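 further: potency means the concentration at half of the fitted maximal effect; on the % scale 0 is the no-effect control and ±100 the full control effect; nearly all actives have a fitted effect of over 60% in size; hits raise eYFP signal because A3G escapes Vif-driven loss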
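Read-out is eYFP fluorescence (Ex 488/Em 500-530) from Vif-expressing HeLa A3G-eYFP cells; more signal means A3G escaped Vif-mediated degradation. Cells plated overnight, compound pinned in, incubated overnight at 37 deg C.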
RXFP1 agonist: activates the human relaxin receptor RXFP1; Q9HBX9; 370,000 compounds, 0.3% hits; HEK293T-RXFP1 cAMP TR-FRET, 30 min; response scale: percent of porcine relaxin response, buffer zero; Potency, µM (titrated, usually from 57.5 µM), inactives show at the highest dose activation, hits mostly activators; further: potency means the concentration at half of the fitted maximal effect; on the % scale 0 is the no-effect control and ±100 the full control effect; nearly all actives have a fitted effect of over 60% in size; many of its hits are not listed in these tables
Target sequence (Q9HBX9 whole entry, looked up): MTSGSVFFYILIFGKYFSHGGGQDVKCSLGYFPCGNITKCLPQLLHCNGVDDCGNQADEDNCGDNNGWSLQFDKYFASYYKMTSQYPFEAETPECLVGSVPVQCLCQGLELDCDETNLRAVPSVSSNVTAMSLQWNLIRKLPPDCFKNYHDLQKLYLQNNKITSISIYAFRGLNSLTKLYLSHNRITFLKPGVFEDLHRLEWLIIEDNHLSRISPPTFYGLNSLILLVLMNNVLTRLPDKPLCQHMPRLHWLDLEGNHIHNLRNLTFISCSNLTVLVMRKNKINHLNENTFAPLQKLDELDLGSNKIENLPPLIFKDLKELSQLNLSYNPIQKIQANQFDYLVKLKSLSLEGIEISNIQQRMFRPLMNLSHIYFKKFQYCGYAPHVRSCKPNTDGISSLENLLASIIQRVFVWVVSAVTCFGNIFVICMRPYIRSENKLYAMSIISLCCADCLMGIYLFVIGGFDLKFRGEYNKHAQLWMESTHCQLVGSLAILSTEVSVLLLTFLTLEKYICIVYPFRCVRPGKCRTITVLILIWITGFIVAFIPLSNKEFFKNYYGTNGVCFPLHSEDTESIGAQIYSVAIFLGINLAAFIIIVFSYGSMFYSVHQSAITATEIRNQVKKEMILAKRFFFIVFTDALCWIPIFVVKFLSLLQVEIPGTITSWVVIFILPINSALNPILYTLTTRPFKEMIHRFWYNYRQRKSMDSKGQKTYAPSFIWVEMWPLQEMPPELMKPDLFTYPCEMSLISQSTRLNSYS
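HEK293 cells stably expressing RXFP1, treated 30 min at 37C with compounds plus PDE4 inhibitor Ro 20174; cAMP measured by HTRF TR-FRET. Normalized to buffer and 29 nM porcine relaxin; EC50 by Hill fit.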
Glioma ERSR ind: induces the endoplasmic reticulum stress response in human glioma cells; U87-MG GRP78 promoter luciferase reporter, 16 h; Potency, µM, without a hit: at the highest dose activation, most hits filed as activators; 420,000 compounds, 0.02% hits; AID 602332; further: potency means the concentration at half of the fitted maximal effect; series mostly up to about 76 µM; % of control where 0% means no effect; nearly all actives have a fitted effect of over 35% in size
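Stably transfected U87-MG glioma cells carrying a GRP78-based luciferase sensor; 16 h compound incubation. Luminescence end-point read 10 min after Bright-Glo addition at room temperature.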
D1 antagonist: blocks dopamine activation of the human D1 receptor. P21728. HEK293 TREx D1 cells, calcium flux, dopamine EC80; hits give low values. activity change, negative = inhibition, % at 10 µM. 360,000 compounds, 3.2% hits; in the data active means activity change below about -30%; further: on the % scale 0 is the no-effect control and ±100 the full control effect
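Allosteric or orthosteric antagonism assessed as attenuation of the calcium response to EC80 dopamine, added 180 s after compound, in induced HEK293 Trex D1 cells loaded with no-wash calcium dye.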
D2 potentiator: positively modulates the human D2 dopamine receptor allosterically. P14416. HEK293 T-REx D2, calcium flux, EC20 dopamine potentiation. potentiation, % at 10 µM. 340,000 compounds, 0.34% hits. AID 485347;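 active means potentiation over 3 SD above the plate norm, cut at about 30% in these data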; further: 0% is about no effect
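Tetracycline-induced Hek293 Trex D2 cells, force-coupled to calcium, loaded with no-wash calcium dye. Compound added with 180 s kinetic read for agonism, then EC20 dopamine and a further 180 s read for potentiation.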
Numbers without * were called inactive; ? = inconclusive; · = no result given; & = joins results of further samples. Unless noted, the call rests on the fitted dose curve; in most records, active means well fitted curve in the direction sought with a large enough effect; inconclusive means small, poorly fitted or top-dose-only effect, or another doubt; inactive means no such curve, though single readings can be large; an effect the other way counts as inactive or inconclusive. These rows are one share of the data. The share of hits here may be higher or lower than overall.

SMILES | D1 ag | LDHA inh | D1 potentiator | Vif-APOBEC3F blk | Vif-A3G inh | RXFP1 agonist | Glioma ERSR ind | D1 antagonist | D2 potentiator
Cc1cc(C)c2cc(C(=O)N3CCc4ccccc4C3)[nH]c2c1 | 1 | 9 | -12 | -16% | -21% | 6.6% | -2% | 13 | 12
Cc1c(C(=O)NNc2cc(=O)n(C)c(=O)n2C)cccc1[N+](=O)[O-] | 1 | 4 | 0 | -18% | 3% | 14µM* | -3% | 13 | -2
Cc1nonc1NC(=O)CSc1nc2c(C)cccc2cc1C#N | 43* | -2 | -5 | 7.9µM* | ? | 29% | 4% | -8 | 2
Cc1cc(C)cc(C(=O)Nc2cccnc2)c1 | 1 | 0 | -2 | 2% | 3% | -0.6% | -3% | 4 | -1
COc1ccc(-c2oc3ccc(-c4ccc5c(c4)OCO5)cc3c2-c2ccc(OC)nc2)cc1 | · | -7 | · | 4% | -9% | · | 2% | · | ·
CCOc1ccc(C(=O)Nc2ccccc2NC(C)=O)cc1OCC | 0 | -9 | 8 | -4% | 2% | -0.2% | -2% | -10 | -37
COc1ccc(CS(=O)/C(Cl)=C(/Cl)C(=O)Nc2ccc(OC)nc2)cc1 (stereo not given) | 0 | -7 | 2 | 2% | -19% | 1.1% | -12% | -16 | -2
COc1ccc(-n2c(=O)c3c(c4cc(OC)ccc4n3C)n(Cc3cccc(OC)c3)c2=O)cc1 | 0 | -3 | -1 | -4% | -2% | 16% | -2% | 24 | -9
Cc1ccc(C(=O)OCC(=O)N2CC(=O)Nc3ccccc32)s1 | 2 | -5 | -3 | -5% | 2% | 2.6% | -2% | -6 | -4
CCN1CCn2c3c(c4cc(Br)ccc42)CCCC31 (stereo not given) | · | 8 | · | -9% | -1% | · | 1% | · | ·
CCc1cc(=O)oc2c3c(cc(OCC(=O)NCc4ccccn4)c12)OC(C)(C)CC3 | 0 | 1 | 1 | 3% | 0% | -1.0% | 0% | -5 | -2
COc1ccc(-c2nnc(SCc3c(C)noc3C)n2N)cc1OC | 1 | 4 | 0 | 2% | -1% | 8.1% | -3% | 22 | -10
O=C(C1=C[C@@H](c2ccc(Br)cc2)C[C@@H](OCCCCO)O1)N1CCOCC1 | -5 | -4 | -6 | 2% | -1% | 2.7% | 0% | -70* | -1
CCc1ccccc1OCC(=O)Nc1ccc(N2CCCC2)cc1C | 4 | 15 | -1 | ? | ? | 4.1% | 1% | 4 | -8
CCOc1ccccc1CN1CCNC(=O)C1CC(=O)N(C)C1CCOCC1 (stereo not given) | 1 | 1 | -1 | -6% | 0% | 2.7% | 1% | -1 | 10
CCCCn1nc2cc(C(=O)NCc3ccco3)ccc2c1OCC | 0 | 0 | 4 | 4% | -6% | 4.9% | -2% | 10 | 11
Cc1ccc(-c2nn(CC(=O)Nc3ccc4c(c3)nc3n4CCOC3)c(=O)c3ccccc23)cc1 | -1 | -1 | -1 | 0% | -2% | 12% | -3% | 1 | -8
Nc1ccc(C#Cc2ccc3c(=O)c4ccccc4oc3c2)cc1 | 12 | -2 | -8 | -7% | -12% | 8.5% | -3% | -25 | -6
CC1=C(C(=O)OC(C)C)C(c2ccc(O)cc2)NC(=O)N1 (stereo not given) | 1 | 1 | -6 | -4% | -12% | 0.2% | 0% | -1 | -6
N#Cc1cc2cc3c(cc2nc1N1CCCCC1)OCCO3 | 0 | 9 | 1 | -3% | 1% | ? | 7% | -8 | 7
COc1ccc(/C=N/NC(=O)CCc2c(C)n[nH]c2C)cc1OC | 2 | 2 | -1 | 5% | -4% | 2.4% | -4% | · | 19
CN(Cc1nccn1C)C(=O)c1ccc2nc(Cc3ccccc3F)oc2c1 | 3 | -4 | 3 | -4% | -1% | -0.5% | ? | 1 | ·
CCc1c(C)sc(NC(=O)c2cnn3cccnc23)c1C#N | 1 | -5 | -2 | -11% | -1% | 0.3% | -3% | 15 | 3
Cn1c2ccccc2c2nnc(SCCN3CCOCC3)nc21 | 1 | 1 | -4 | -8% | 0% | ? | -2% | 22 | 1
O=C(COC(=O)c1ccccc1O)NCCc1c[nH]c2ccccc12 | · | -1 | · | 1% | -11% | · | 6% | · | ·
CCc1ccc2oc(-c3ccc(NC(=O)c4cccc(Cl)c4Cl)cc3)nc2c1 | 3 | -4 | 0 | ? | -5% | -0.6% | 13% | 4 | 1
CCOc1nc(NCCc2ccc(OC)c(OC)c2)nc(N2CCN(c3ccc(OC)cc3)CC2)n1 | 1 | 0 | -2 | 3% | 0% | 0.6% | -1% | 30 | 2
COc1ccc(C2(C)NC(=O)N(CC(=O)Nc3ccc(Br)c(C)c3)C2=O)cc1OC (stereo not given) | 10 | 1 | · | 5% | -6% | 0.5% | -8% | -10 | ·
Cc1ccccc1Cn1cnc2nc3c(cc2c1=O)CC(C)CC3 (stereo not given) | 3 | 2 | -3 | -8% | -1% | 2.4% | -1% | 7 | 4
CSc1ccccc1NC(=O)c1cnc2n(c1=O)CCS2 | 3 | -1 | -3 | 3% | -8% | 0.4% | -1% | 3 | 4
CCOc1ccc(NC(=O)CCNS(=O)(=O)c2cccc3nonc23)cc1 | 0&1 | -5&1 | -8&2 | -4%&-3% | 3%&-4% | 3.7%&-0.2% | -2%&-2% | -17&-7 | -7&1
O=C(NCCN1CCOCC1)/C(=C\c1ccccc1F)NC(=O)c1ccccc1 | 0 | -4 | 5 | -11% | 4% | -0.7% | -2% | -2 | 4
COc1ncnc2c1ncn2CCCN1CCN(c2ccccn2)CC1 | · | -12 | · | 1% | -4% | · | -2% | · | ·
Cn1c(N)c(N2CCCCC2)c(=O)n(CC(=O)Nc2ccc(Cl)c(Cl)c2)c1=O | -1 | 1 | -1 | -2% | -11% | 2.0% | -3% | · | 20
CCC(C(=O)NC1CCCC1)N(Cc1ccco1)C(=O)CNS(=O)(=O)c1ccccc1 (stereo not given) | 1 | -5 | -7 | -6% | 0% | -1.2% | -2% | -8 | 3
CC(C)(C)c1ccc(C(=O)N2CCN(CCc3ccccn3)CC2)cc1 | 1 | -2 | 3 | 5% | -5% | 1.8% | -2% | 15 | -23
CCOc1cc(C(=O)NC(=S)Nc2nc(C)cc(C)n2)cc(OCC)c1OCC | 1 | -13 | -1 | ? | -2% | 1.6% | -7% | -1 | 2
COC(=O)c1ccccc1NC(=O)c1ccc2c(Cl)c3c(nc2c1)CCCC3 | 2 | -15 | -3 | 3% | 4% | -2.1% | -4% | 8 | -3
C[C@H](CO)N1C[C@H](C)[C@@H](CN(C)Cc2cccc(C(F)(F)F)c2)OCc2cnnn2CCCC1=O | · | 0 | · | -1% | -3% | · | -2% | · | ·
CC(=O)N(C(C)=O)c1c(C#N)c(C)n(-c2ccccc2)c1C(=O)c1ccccc1 | 1 | -2 | -1 | -8% | -9% | 2.7% | -1% | 0 | -2
CCOc1ccccc1NC(=S)NNS(=O)(=O)c1c(C)cc(C)cc1C | 6 | -10 | -1 | -7% | 0% | 0.9% | -2% | 4 | -4
COc1ccc(CC/C(=N\O)C2(O)CCCCC2)cc1 | 2 | -4 | -1 | -2% | 0% | 0.7% | 8% | -5 | ·
CCOc1ccc2oc(=O)cc(CN3CCN(Cc4ccc(C)cc4)CC3)c2c1 | 1 | -1&3 | -3 | -10% | -7% | 1.2% | -3% | 8 | -13
C=CCSc1nnc(NC(=O)c2ccc(NC(C)=O)cc2)s1 | 3 | -1 | 1 | 7% | 5% | 11% | 4% | -5 | 9
Cc1nc2ncnn2c(C)c1CCC(=O)N1CCCCC1 | 0 | -6 | -2 | -6% | 0% | 5.4% | 2% | -12 | -3
CCOC(=O)c1cccc(N2C(=O)Nc3ccccc3N2O)c1 | 1 | -3 | -7 | 6% | 1% | 1.2% | -3% | -4 | -2
O=C(N/N=C/c1cccnc1)c1ccc(S(=O)(=O)N2CCCCCC2)cc1 | 3 | -10 | 1 | -16% | 3% | 2.1% | -2% | 13 | -4
COc1cccc(NC(=O)N(Cc2ccco2)C(C)c2cccs2)c1 (stereo not given) | 7 | -8 | -4 | -3% | -1% | 2.4% | -2% | -2 | -10
Cc1cccc(C(=O)NC(=S)Nc2ccccc2C(F)(F)F)c1 | 8 | 2 | -3 | -6% | -4% | 0.2% | -1% | 7 | -3
COc1cc2c(cc1OC)CN(C(=O)C1CCCN(C(=O)c3ccc(Cl)cc3)C1)CC2 (stereo not given) | 1 | -1 | -5 | 1% | 0% | -0.2% | 0% | 3 | -9
CCn1ncc([N+](=O)[O-])c1C(=O)N1CCc2ccccc2C1 | 1 | -7 | 1 | -24% | -6% | 0.6% | 1% | 1 | -7
CC(OC(=O)CNC(=O)c1cccs1)C(=O)Nc1ccc(S(N)(=O)=O)cc1 (stereo not given) | 4 | -10 | 10 | 1% | 2% | -1.3% | -6% | 3 | -3
Cc1ccc(-c2noc(CCC(=O)Nc3ccc4c(c3)OCO4)n2)cc1 | 6 | 1 | -3 | -3% | 0% | -0.4% | 6% | -25 | 12
N#CC(C#N)=C1CCc2ccccc2N1 | 2 | -9 | 1 | 2% | 2% | -5.7% | -9% | 4 | -1
C=CCC[C@H](Cc1ccc(F)cc1)C(=O)OC[C@@H](Cc1c[nH]c2ccccc12)NC(=O)[C@H](CC=C)CC(=O)N[C@H](CO)Cc1ccccc1 | · | -5 | · | 4% | -5% | · | 1% | · | ·
Cc1cccc(N2CCN(C(=S)c3ccc([N+](=O)[O-])cc3)CC2)c1 | 2 | -7 | 0 | -1% | -9% | 2.3% | -4% | -6 | 4
COc1ccc(OC)c(C(=O)CSc2nc3ncccc3[nH]2)c1 | -1 | 4 | -4 | -1% | -4% | 1.4% | -3% | 1 | -1
Cc1cccc(NC(=O)N2CC(=O)Nc3sc4c(c3C2c2ccccc2)CCCC4)c1C (stereo not given) | -2 | -17 | 0 | 3% | 9% | -5.3% | -3% | 2 | -4
